Assay outcomes as filed in PubChem.
APEX1 inh: blocks human APE1 abasic DNA cleavage | P27695 | recombinant APE1, TAMRA/BHQ-2 abasic DNA cleavage fluorescence | Potency, µM (series often up to 65.8 µM), inactives show at the top dose activity change, negative = inhibition, hits mostly inhibitors | actives 0.35% (n = 350,000) | AID 2517;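 also: potency is read from the fitted curve at half-maximal effect; plate controls were vehicle for no effect and reference inhibitor for full effect; nearly all actives have a fitted effect of over 55% in size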
Target sequence (P27695 whole entry, looked up): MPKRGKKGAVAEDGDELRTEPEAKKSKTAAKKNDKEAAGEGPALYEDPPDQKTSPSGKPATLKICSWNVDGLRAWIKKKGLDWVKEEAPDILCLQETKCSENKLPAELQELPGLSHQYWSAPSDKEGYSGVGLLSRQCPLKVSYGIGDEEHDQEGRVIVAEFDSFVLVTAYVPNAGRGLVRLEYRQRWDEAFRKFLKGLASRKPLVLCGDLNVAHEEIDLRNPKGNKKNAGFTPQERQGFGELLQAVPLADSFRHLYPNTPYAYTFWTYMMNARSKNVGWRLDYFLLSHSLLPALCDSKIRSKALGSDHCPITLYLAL
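APE1 at 0.75 nM preincubated 15 min at room temperature with compound. Reaction then started with 50 nM double-stranded THF-abasic substrate labelled with TAMRA/BHQ-2, and 525/598 nm fluorescence read kinetically. Activity taken as third-minus-first read difference, normalized to DMSO and NSC13755 controls.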
Pol kappa inh: inhibitors of human DNA polymerase kappa; Q9UBT6; purified Pol kappa, fluorescent DNA synthesis assay, 10 min; Potency, µM (titrated, usually from 107 µM), inactives show at the highest dose activity, negative = inhibition, usual class: inhibitors; actives 0.53% (n = 400,000); AID 588579; also: potency is read from the fitted curve at half-maximal effect; % is scaled to controls: 0 for no effect and ±100 for the full control effect
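Enzyme at 10 nM met test compounds for 15 min at room temperature. Substrate addition (50 nM final) began the reaction, which was monitored by fluorescence at 0 and 10 min.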
Anesthetic bind: binds horse apoferritin like a general anesthetic; apoferritin/1-aminoanthracene competitive binding, fluorescence; Potency, µM (titrated, usually from 77.5 µM), inactives show at the top dose activity change, negative = displacement, usual class: inhibitors; actives 0.074% (n = 350,000); AID 485281; also: potency is read from the fitted curve at half-maximal effect; % is scaled to controls: 0 for no effect and ±100 for the full control effect; nearly all actives have a fitted effect of over 20% in size
Target sequence (P02791 2-175 limits assumed): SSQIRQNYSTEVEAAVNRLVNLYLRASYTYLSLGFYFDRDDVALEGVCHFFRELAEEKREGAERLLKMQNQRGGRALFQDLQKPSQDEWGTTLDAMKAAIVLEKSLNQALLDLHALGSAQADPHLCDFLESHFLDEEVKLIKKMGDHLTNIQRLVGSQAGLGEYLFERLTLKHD
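Apoferritin-based anesthetic binding model; compound displacement of fluorescent 1-AMA measured as endpoint fluorescence after 10 minutes at room temperature, scaled to free-ligand and complex controls.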
BLM helicase inh: Bloom syndrome helicase (human) inhibition | P54132 | recombinant BLM DNA unwinding, fluorescence dequenching | Potency, µM (doses to about 56.1 µM), inactives show at the top dose activity change, negative = inhibition, hits mostly inhibitors | actives 0.2% (n = 350,000) | AID 2528;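 also: potency is read from the fitted curve at half-maximal effect; plate controls were vehicle for no effect and no enzyme for full effect; nearly all actives have a fitted effect of over 35% in size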
ERG-DNA inh: ERG Ets/DNA interaction inhibition; fluorescence polarization, His-ERG Ets domain / labelled DNA; Potency, µM (doses to about 76.9 µM), inactives show at the highest dose FP activity, negative = inhibition, actives largely listed as inhibitors; actives 0.028% (n = 370,000); AID 624246; active = well fitted inhibition curve with a large enough effect in the polarisation, with a control signal flat; inconclusive = small, poorly fitted or top-dose-only effect, or effect the other way, or a change in a side signal; inactive = no such curve, though single readings can be large or run the other way; the % refers to the polarisation;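 also: polarization taken with two DNA probes labelled with fluorescein and Texas red; potency is read from the fitted curve at half-maximal effect; % of control where 0% means no effect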
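His-tagged ERG Ets domain (1 uM in the protein solution; 300mM KCl, 50mM Tris-HCl, 1mM EDTA, 1mM DTT, pH 7.5) received compound, then a probe mix of 5 nM fluorescein-DNA and 100nM Texas-615-DNA. Fluorescence polarization was read for both dyes.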
Pol iota inh: blocks human DNA polymerase iota activity | Q9UNA4 | Pol iota fluorescent replication assay, 10 min | Potency, µM (series often up to 115 µM), for the others: at the top dose activity, negative = inhibition, usual class: inhibitors | AID 588590 | actives 1% (n = 390,000); also: potency is read from the fitted curve at half-maximal effect
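Fluorescent replication assay read twice, at 0 min and 10 min after adding 50 nM (final) substrate. Enzyme (10 nM) and compounds were first incubated 15 min at room temperature; enzyme-free buffer wells were negative controls.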
POLB inh: blocks human DNA polymerase beta activity | P06746 | Pol beta primer extension/strand displacement, fluorescence kinetic | Potency, µM (top dose mostly 114 µM), without a hit: at the top dose activity change, negative = inhibition, most hits filed as inhibitors | actives 1.3% (n = 340,000); also: potency is read from the fitted curve at half-maximal effect; % is scaled to controls: 0 for no effect and ±100 for the full control effect
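Human Pol beta at 10 nM; strand-displacement substrate 50 nM final. Compound exposure 15 min at room temperature before start, reaction 10 min at room temperature.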
ALOX12 inh: inhibitors of human 12S-lipoxygenase ALOX12 | P18054 | purified 12hLO, xylenol orange hydroperoxide absorbance | Potency, µM (doses to about 108 µM), inactives show top-dose activity change, negative = inhibition, usual class: inhibitors | actives 1.1% (n = 580,000); also: potency is read from the fitted curve at half-maximal effect; % is scaled to controls: 0 for no effect and ±100 for the full control effect
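Purified human 12hLO (150 nM final) in 25 mM Hepes, 0.01% Triton X-100, pH 7.0 was preincubated 15 min at room temperature with compound. Then 40 uM arachidonic acid was added, 30 min. Hydroperoxide was read by Fe-XO absorbance ratio 573/405 nm.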
TRHR ag: TRH receptor (human) agonism; P34981; TRHR cells, calcium flux fluo-8, FDSS agonist mode; activation, % at 2 µM; actives 0.18% (n = 360,000); in the data active = activation above about 30%; also: 0% is about no effect
Target sequence (P34981 whole entry, looked up): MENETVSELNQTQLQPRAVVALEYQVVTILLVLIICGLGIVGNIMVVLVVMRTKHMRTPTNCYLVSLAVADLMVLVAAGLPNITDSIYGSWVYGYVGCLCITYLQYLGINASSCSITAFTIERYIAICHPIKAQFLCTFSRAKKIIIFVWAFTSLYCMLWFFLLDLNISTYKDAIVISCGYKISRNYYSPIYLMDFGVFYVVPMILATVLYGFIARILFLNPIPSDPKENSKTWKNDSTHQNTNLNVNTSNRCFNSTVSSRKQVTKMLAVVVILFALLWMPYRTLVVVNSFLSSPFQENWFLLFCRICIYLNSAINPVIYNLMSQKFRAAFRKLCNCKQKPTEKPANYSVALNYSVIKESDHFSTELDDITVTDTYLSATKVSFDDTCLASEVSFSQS
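Read-out: compound-evoked intracellular calcium rise in TRHR cells, fluo-8 dye, kinetic FDSS fluorescence at 1 s/cycle following a 10-cycle baseline. Cells cultured overnight before dye loading (30 min–1.5 h, RT).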
The depositor's hits bear a star; i = inactive; u = inconclusive; x = not tested or not shown; & = joins results of further samples; [ ] = another dose, or the depositor's remark. Unless noted, calls follow the shape of the dose curve; as a rule, active = well fitted curve in the direction sought with a large enough effect; inconclusive = small, poorly fitted or top-dose-only effect, or another doubt; inactive = no such curve, though single readings can be large; an effect the other way counts as inactive or inconclusive.

Compound | ALOX12 inh | Anesthetic bind | APEX1 inh | TRHR ag | ERG-DNA inh | Pol kappa inh | Pol iota inh | BLM helicase inh | POLB inh
O=C(NC12CC3CC(CC(C3)C1)C2)c1ccc(=O)oc1 | 0% | u | 4% | -0.7 | 4% | -6% | 18% | 2% | 9%
Cc1cccc(NC(=O)COc2ccc(Br)cc2C)n1 | -10% | 2% | 4% | 0.8 | -1% | -1% | 2% | 0% | 0%
Cc1c(NC(=O)Cc2ccc(F)cc2)cccc1-c1nc2cccnc2s1 | -19% | 3% | x | -0.7 | 4% | -4% | u | -9% | u
Cc1nnc(SCC(=O)NC2CCCCCC2)n1N | 283%[activator] | x | 17% | 0.9 | 105%[activator] | -5% | -13% | x | x
CNC(=S)NNc1nc(C)cc(C)n1 | u | -4% | 1% | 0.6 | -2% | 6% | -10% | 1% | 9%
c1ccc2occc2c1 | 8% | x | 35%&3% | x | -5% | -6% | 26% | x | x
Cc1ccccc1C(=O)NC1CCN(C(=O)Nc2ccc(F)cc2)CC1 | -15% | 1% | 21% | -0.8 | -15% | 4% | 8% | 0% | 42%
CCC(=O)NCCc1nc2ccccc2n1Cc1ccc(C)cc1 | -1% | -12% | -4% | 0.2 | -9% | -4% | 14% | 0% | 0%
O=C(C1CC1)N1CCc2cc(Br)cc(S(=O)(=O)NCCCN3CCCCC3)c21 | -22% | -9% | -10% | -0.8 | -7% | 0% | 152%[activator] | -6% | 9%
COc1ccccc1N(CC(=O)NCCSCc1cccc(C)c1)S(=O)(=O)c1ccccc1 | -20% | 125%[activator] | 22% | -1.0 | 12% | -15% | 4% | -9% | -24%
O=C(O)c1cc(-c2cc(C(=O)O)c3ccccc3n2)nc2ccccc12 | x | 11% | -2% | 0.4 | x | x | x | -1% | 8%
Cc1ccc(Sc2c(C)nn(C(=O)c3cccc(S(=O)(=O)N4CCOCC4)c3)c2C)cc1 | -13% | u | -5% | -0.7 | 8% | -11% | -2% | -4% | -26%
O=C(COC(=O)c1cc(-c2cccs2)nc2ccccc12)c1ccc(Br)cc1 | -10% | 20% | x | -0.9 | -1% | 4% | 24% | -4% | u
Cc1csc2nc(O)c(C(=O)NCCN3CCOCC3)c(=O)n12 | u | x | -4% | 0.2 | 12% | 1% | 58%[activator] | x | x
CCOC(=O)COc1nc(-c2ccccc2)cc(-c2ccco2)c1C#N | u | 1% | -7% | 0.4 | -10% | 2% | -15%[58.9 µM] | -7% | u
O=S(=O)(c1ccc(NC(=S)N2CCN(c3ccccc3F)CC2)cc1)N1CCOCC1 | 0% | -18% | -8% | -1.4 | -5% | -18% | 80%[activator] | -7% | 10%
CCc1ccccc1NNC(=O)CCc1ccccc1 | 28% | 3% | -5% | 0.0 | -17% | -2% | 41%[activator] | -10% | 2%
COc1ccc(CCNC(=O)CC(NC(=O)c2ccccc2Cl)c2ccccc2)cc1 (stereo not given) | -15% | -11% | -11% | 0.4 | -6% | -17% | 22% | -4% | 4%
CCCCOc1ccc(C(=O)Oc2cccnc2)cc1 | 0% | 5% | 53% | 0.5 | 0% | -11% | 1% | -6% | 1%
Cc1cc(F)c(F)c(C(=O)N2CCOCC2)c1Cl | 28%[57.4 µM] | 1% | 9% | 0.1 | 1% | 8% | 12% | 1% | 17%
CCc1nc(Nc2cccc(O)c2)c2oc3ccccc3c2n1 | x | -11% | -12% | -1.3 | 13% | 1% | -4% | -9% | 4%
CCOC(=O)c1ccc(NC(=S)NN2CCN(C)CC2)cc1 | -10% | -8% | -2% | 1.7 | -2% | -14% | 36%[activator] | 2% | -1%
COc1ccc(S(=O)(=O)N(CC(C)C)C2CCS(=O)(=O)C2)cc1OC (stereo not given) | 20% | x | 5% | -0.1 | 2% | -5% | 63%[activator] | x | x
O=C(C1CCCCC1)N1CCC(c2nc3c(nnn3Cc3ccccc3Cl)c(=O)[nH]2)CC1 | -14% | x | x | x | 7% | 4% | 13% | x | x
CCC(=O)N=c1sc2c(C)cc(C)cc2n1CC(=O)OC | 25% | -2% | -1% | -0.9 | 7% | -9% | u | 0% | 1%
Cc1cc(Br)cc(C)c1NC(=O)c1sc2ncn(Cc3cccc(F)c3)c(=O)c2c1C | u | u | x | 1.1 | 2% | -2%[60.1 µM] | 11% | -3% | 7%
S=C(Nc1ccccc1Oc1ccccc1)NC1CCCC1 | -105% | -18% | -1% | -0.1 | -3% | -6% | -4% | -4% | 2%
CCOc1ccccc1NC(=O)c1c(NC(=O)CNCc2ccco2)sc2c1CCC2 | x | -11% | -3% | 0.0 | x | x | x | 0% | 3%
O=C(COC(=O)C1=COCCO1)Nc1ccc(Oc2ccccc2)cc1 | 1% | u | 1% | -0.5 | -2% | -16% | -4% | -4% | -4%
CC(C)c1ccc(C(=O)CN2C(=O)NC3(CCc4ccccc43)C2=O)cc1 (stereo not given) | -11% | x | -13% | x | 2% | -21% | 55%[activator] | x | x
COc1ccc(NC(=O)CN2C(=O)COc3ccc(S(=O)(=O)N4CCCCC4)cc32)cc1Cl | -12% | -14% | x | 0.2 | 2% | -1% | 30%[activator] | -11% | 9%
Cc1noc(C)c1-c1nccc(N2CCNCC2)n1 | u | -2% | 5% | x | x | -5%[60.1 µM] | x | -2% | x
Cc1cc(C)n(-c2nc3c(c(=O)[nH]c(=O)n3C)n2CC(O)COc2ccc(Cl)cc2Cl)n1 (stereo not given) | -11% | -5% | 3% | 0.0 | 15% | -15% | 5% | -3% | 1%
COc1cccc(CNC(=O)c2cccc(NC(=O)c3nsc4ccccc34)c2)c1 | -1% | 5% | x | 0.5 | 2% | -7%[60.1 µM] | u | -7% | 8%
O=C(Nc1ccccc1C(=O)NCCCN1CCOCC1)c1ccc(F)cc1 | 2% | 0% | -2% | 0.2 | 4% | 12% | 27% | -2% | 42%
Cc1nc(SCCOc2ccc(Cl)cc2)[nH]c(=O)c1Cc1ccccc1 | -25% | 1% | x | 0.0 | 2% | 3% | 17% | 0% | 7%
COc1ccc2c(C)cc(SCn3nnc4ccccc4c3=O)nc2c1 | -3% | -5% | 0% | -0.8 | -21% | -2% | 11% | -3% | 1%
O=C(NCc1cccnc1)c1cnc2ccccc2n1 | u | 2% | 0% | 0.3 | -1% | 2% | 60%[activator] | -4% | u
CCn1c(=O)c(C(=O)NNC(=O)c2ccccc2)c(O)c2ccccc21 | -5% | -10% | 46% | 4.2 | 4% | 10% | 53%[activator] | -18% | 5%
Cc1cc(SCC(=O)NCc2ccccc2Cl)nc(=O)[nH]1 | 0% | -5% | x | 0.1 | 4% | -4%[60.1 µM] | 22% | 3% | 15%
CCOC(=O)c1[nH]c2ccc(F)cc2c1NC(=O)Nc1ccccc1OC | i | 37%[activator] | 0% | 1.0 | -11% | -8% | 20% | -4% | 5%
O=C(NCCCN1CCOCC1)c1cc(-c2ccc(Cl)c(Cl)c2)on1 | 0% | 5% | -3% | 0.9 | -5% | -1% | 39%[activator] | 2% | 60%
CCc1nc(SCC(=O)Nc2c(C)nn(C)c2C)c2cnn(-c3ccccc3)c2n1 | x | -6% | 0% | 0.1 | x | x | x | 0% | 32%
CC(C)Oc1ccc(C(=O)Nc2cc(=O)n(C)c(=O)n2C)cc1 | 11% | -13% | 8% | 0.4 | 1% | -9% | -1% | -5% | 2%
COc1ccc(-c2nc3ccccc3s2)cc1NC(=O)c1ccccc1OC | -8% | 5% | x | -0.8 | 3% | 0% | 17% | -8% | -15%
CCC(C(=O)O/N=C(\N)c1ccc(Cl)cc1)c1ccccc1 (stereo not given) | -21% | -1% | 1% | -0.3 | 1% | 2% | 9% | -5% | -9%
O=c1c2ccccc2[nH]c(=S)n1CCCN1CCC(Cc2ccccc2)CC1 | u | -2% | 2% | -0.1 | -2% | -16% | -8% | 5% | -20%
O=C(O)CN1CCN(Cc2cccc(Cl)c2)C1=O | 0% | -11% | 0% | 0.3 | -4% | 2% | 12% | -2% | 85%
Cc1ccc2cc3c(NC(=O)CC(C)C)nn(C)c3nc2c1 | 0% | 0% | -7% | -0.1 | -4% | 0% | u | -3% | 15%
O=C1CN(C(=O)c2ccccc2F)C(c2ccccc2)c2cc(Cl)ccc2N1 (stereo not given) | 1% | 10% | -1% | -0.4 | -7% | 4% | -11% | -5% | 1%

Sorted by the number under BLM helicase inh (highest first): 3 of the compounds above
Structure | ALOX12 inh | Anesthetic bind | TRHR ag | ERG-DNA inh | Pol kappa inh | Pol iota inh | BLM helicase inh | POLB inh
O=c1c2ccccc2[nH]c(=S)n1CCCN1CCC(Cc2ccccc2)CC1 | u | -2% | -0.1 | -2% | -16% | -8% | 5% | -20%
COc1cccc(CNC(=O)c2cccc(NC(=O)c3nsc4ccccc34)c2)c1 | -1% | 5% | 0.5 | 2% | -7%[60.1 µM] | u | -7% | 8%
CCn1c(=O)c(C(=O)NNC(=O)c2ccccc2)c(O)c2ccccc21 | -5% | -10% | 4.2 | 4% | 10% | 53%[activator] | -18% | 5%

Looked up above.
Under Anesthetic bind, `CCOc1ccccc1NC(=O)c1c(NC(=O)CNCc2ccco2)sc2c1CCC2` shows -11%
Under BLM helicase inh, `CCc1nc(SCC(=O)Nc2c(C)nn(C)c2C)c2cnn(-c3ccccc3)c2n1` shows 0%
Under APEX1 inh, `CCC(C(=O)O/N=C(\N)c1ccc(Cl)cc1)c1ccccc1` (stereo not given) shows 1%

Reprinted at random: two compounds from above
Compound | ALOX12 inh | Anesthetic bind | APEX1 inh | TRHR ag | ERG-DNA inh | Pol kappa inh | Pol iota inh | BLM helicase inh | POLB inh
COc1cccc(CNC(=O)c2cccc(NC(=O)c3nsc4ccccc34)c2)c1 | -1% | 5% | x | 0.5 | 2% | -7%[60.1 µM] | u | -7% | 8%
Cc1cc(Br)cc(C)c1NC(=O)c1sc2ncn(Cc3cccc(F)c3)c(=O)c2c1C | u | u | x | 1.1 | 2% | -2%[60.1 µM] | 11% | -3% | 7%

Not all compounds are listed (hit frequency here may not be typical).
